All columns: NCI-60 one-dose screen, growth in % after 48 h at 10 µM unless noted; 100 = growth as untreated, 0 = no growth, -100 = all killed.
BT-549: BT-549 breast cancer; hit rate 4.4% among 78,000; AID 1794793
MDA-MB-231: MDA-MB-231 breast cancer | hit rate 5% among 81,000
K-562: K-562 leukemia. hit rate 7.4% among 78,000
HS 578T: HS 578T breast cancer. hit rate 4.1% among 78,000. AID 1794788
MDA-MB-468: MDA-MB-468 breast cancer. hit rate 8.5% among 78,000
SR: SR leukemia cells | hit rate 8.7% among 73,000 | AID 1794780
MCF7: MCF7 breast cancer. AID 1794796. hit rate 6.3% among 82,000
T-47D: T-47D breast cancer; AID 1794792; hit rate 5% among 79,000
* = called active by the depositor; · = not tested or not shown. Rule for the calls: active = growth percent below 10; inactive = the rest.

The line under a structure holds: BT-549, MDA-MB-231, K-562, HS 578T, MDA-MB-468, SR, MCF7, T-47D
CC(=O)Nc1cc2c3ccccc3ccc2c2ccccc12
 : 98.8, 104.7, 107.4, 106.8, 117.1, 110.2, 102.0, 92.4
COC(=O)c1cc(O)c(=O)c2c(O)c(O)c(OC)cc2c1
 : 89.5, 78.9, 96.3, 82.1, 97.9, ·, 83.6, 101.2
COc1ccc2c(c1)CN1C(CCC3c4ccccc4NC31)C2 (configuration not stated)
 : 65.0, ·, 71.3, 64.9, 47.1, ·, 70.0, ·
COc1ccc(C2=NN(C(N)=S)C(c3ccc(Cl)cc3)C2)cc1S(N)(=O)=O (configuration not stated)
 : 95.7, 97.5, 94.7, 104.5, 107.6, ·, 90.9, 89.7
C/C(=N\Nc1ncc(-c2ccc(Br)cc2)s1)c1cc2ccccc2o1
 : 118.9, 92.8, 99.3, 100.5, 96.2, 94.9, 79.5, 84.2
C=CCn1c(C)nc2ccc(Nc3nc(N4CCCC4)nc4ccccc34)cc21
 : 95.8, 99.2, 85.1, 93.5, 86.6, 89.0, 93.2, 77.4
O=C(O)c1ccccc1C(=O)c1cccc2c(Br)cccc12
 : 109.7, 98.3, 104.9, 107.3, 97.3, 100.6, 105.4, 93.0
O=C(c1ccc2ncc(-c3nc(NC4CC4)ncc3F)n2c1)N1CCOCC1
 : 52.4, 49.8, 73.6, 4.9*, 32.8, 3.9*, 6.0*, 32.2
C#CC(C)(C)Nc1ccccc1
 : ·, 104.1, 99.9, 91.1, 106.0, 90.3, 101.8, ·
Cc1ccc(S(=O)(=O)OCC2CC=CCC2COS(=O)(=O)c2ccc(C)cc2)cc1 (configuration not stated)
 : 106.7, 78.1, 66.8, 76.0, 74.1, 99.3, 92.8, 59.1
NCC(=O)NCC(=O)NCC(=O)NCC(=O)NCC(=O)NCC(=O)O
 : 94.0, 98.8, 98.4, 109.2, 100.5, ·, 87.9, 98.1
CC(=O)O[C@H]1CO[C@@H]2C(Oc3ccnc(NC4CCN(C(=O)C(C)(C)C)CC4)n3)CO[C@H]12 (some centres not stated)
 : 106.3, 110.2, 102.6, 106.0, 110.3, 114.0, 95.1, 104.0
CCOC(=O)CCCCN1C(=O)S/C(=C\c2ccccc2)C1=O
 : 104.1, 95.9, 101.1, 94.5, 102.6, 105.0, 87.2, 93.0
O=C(CCCCCCNC(=O)C(O)(O)C(F)(F)F)Nc1ccc(-c2ccccc2)cc1
 : 14.8, 25.0, 9.5*, 33.8, -10.5*, 2.7*, 9.6*, 11.5
COc1ccc(NC(=O)CSc2oc(-c3ccccc3)nc2S(=O)(=O)c2ccc(Cl)cc2)c(OC)c1
 : 61.7, 47.5, 67.4, 36.2, 57.8, 65.2, 73.8, 60.5

In the list so far, 2 contain bromine:
The line under a structure holds: BT-549, MDA-MB-231, K-562, HS 578T, MDA-MB-468, SR, MCF7, T-47D
C/C(=N\Nc1ncc(-c2ccc(Br)cc2)s1)c1cc2ccccc2o1
 : 118.9, 92.8, 99.3, 100.5, 96.2, 94.9, 79.5, 84.2
O=C(O)c1ccccc1C(=O)c1cccc2c(Br)cccc12
 : 109.7, 98.3, 104.9, 107.3, 97.3, 100.6, 105.4, 93.0

An excerpt from further up:
The line under a structure holds: BT-549, MDA-MB-231, K-562, HS 578T, MDA-MB-468, SR, MCF7, T-47D
CCOC(=O)CCCCN1C(=O)S/C(=C\c2ccccc2)C1=O
 : 104.1, 95.9, 101.1, 94.5, 102.6, 105.0, 87.2, 93.0
O=C(CCCCCCNC(=O)C(O)(O)C(F)(F)F)Nc1ccc(-c2ccccc2)cc1
 : 14.8, 25.0, 9.5*, 33.8, -10.5*, 2.7*, 9.6*, 11.5
COc1ccc(NC(=O)CSc2oc(-c3ccccc3)nc2S(=O)(=O)c2ccc(Cl)cc2)c(OC)c1
 : 61.7, 47.5, 67.4, 36.2, 57.8, 65.2, 73.8, 60.5

(listing goes on)
The line under a structure holds: BT-549, MDA-MB-231, K-562, HS 578T, MDA-MB-468, SR, MCF7, T-47D
COc1ccc(C(=O)c2cc(C(C)=O)c3cc(C)ccn23)cc1
 : 123.6, 87.6, 85.2, 90.6, 84.6, 75.5, 87.1, 86.1
O=C(CNc1nc(-c2ccccc2)cs1)Nc1cccc(Cl)c1
 : 25.8, 30.8, 19.6, 32.4, 10.7, -15.0*, 21.8, 7.6*
CCCCCC(N)c1ccc(Cl)cc1 (configuration not stated)
 : 102.0, 90.3, 87.9, 103.3, 82.7, 75.5, 90.9, 85.9
CCC(C)c1ccc(CCO)cc1 (configuration not stated)
 : ·, 111.0, 97.2, 106.0, 112.0, 90.1, 83.8, 107.8
C1=C(c2ccccc2)c2ccccc2C1
 : 99.1, ·, 88.3, 95.2, 100.3, 93.6, 109.4, 92.7
Cc1ccccc1CNc1c2ccccc2nc2ccccc12
 : 55.9, 39.9, 5.0*, 35.7, 5.8*, 2.7*, 6.9*, 24.6
COc1ccc(Br)cc1NC(=O)Nc1cccc2c1ccn2Cc1ccnc(N)c1
 : 51.1, -2.7*, 4.4*, ·, -14.4*, 8.0*, 16.5, 6.9*
Fc1c(-c2nnc(Cc3ccc(Cl)cc3)o2)nc2ccccn12
 : 101.6, 92.5, 85.5, 93.9, 90.4, 76.9, 101.4, 100.5
O=C1c2cccc3cccc(c23)C(=O)N1Nc1nc(N2CCN(Cc3ccccc3)CC2)nc(-n2cnc3ccccc32)n1
 : 100.6, 85.3, 29.6, 64.4, 109.0, ·, 78.8, 79.8
CN1CCN(C(=O)N2c3ccccc3Sc3ccccc32)CC1
 : 102.0, 89.3, 97.9, 90.1, 86.9, 92.7, 87.3, 92.9
CC(=O)Nc1ccc2ccccc2c1Br
 : 92.2, 81.5, 106.3, 89.4, 98.1, 99.5, 77.1, 85.4
Cc1ccccc1N=C(N)Nc1ccccc1C (tested in a mixture with another compound)
 : 96.1, 68.5, 85.8, 111.1, 87.1, 49.6, 94.2, 76.6
O=C1c2ccccc2C(=O)N1CCc1ccccc1
 : 95.1, 87.4, 102.7, 102.4, 98.6, 99.0, 90.0, 80.7
COC(=O)[C@]12CC[C@@H](C)[C@H](C)[C@@H]1C1=CC[C@@H]3[C@@]4(C)C[C@@H](O)[C@H](O)[C@@]5(C)COC(=C45)C[C@@]3(C)[C@]1(C)CC2
 : 82.3, 95.1, 80.8, 94.5, 79.5, 55.2, 66.8, 62.7
NNC(=O)c1c(Nc2ccccc2)nn(CC(O)c2ccccc2)c1N (configuration not stated)
 : 93.7, 91.5, 100.4, 97.7, 88.5, 99.2, 86.7, 96.0
COc1ccc(-n2cnc(N)c2C(=O)c2cc(OC)c(OC)c(OC)c2)cc1
 : 110.9, 97.1, 97.2, 100.1, 97.0, 94.0, 97.9, 95.3
C=CC(CO)N(CC)CC (configuration not stated)
 : 101.6, 98.3, 97.4, 108.4, 102.0, 102.7, 98.3, 92.2
CCOC(=O)CCCCCn1c(C)c(C)c2c1N=C(SC)N1CC(=O)N=C21
 : 114.2, 117.0, 101.1, 95.0, 91.2, 89.8, 99.9, 106.4
COc1cc(/C=N\Nc2ccccc2)ccc1OC(=O)c1ccccc1
 : 91.0, 86.3, 12.0, 87.6, 44.2, 49.6, 56.4, 36.1
CCOc1cccc(/C=N/NC(=O)C(=O)Nc2cccc(C(F)(F)F)c2)c1O
 : 45.4, 31.7, 21.7, 69.3, 1.5*, 15.9, 11.8, 30.9
C=CC(C)n1ccnc1 (configuration not stated)
 : 100.3, 118.7, 104.7, 109.7, 103.7, 95.4, 94.5, 97.6
CCNC(=O)Nc1ccc2c(ccn2C(=O)c2cccc(F)c2)c1
 : 97.5, 98.7, 89.7, 108.3, 88.3, 79.6, 92.7, 97.6
Cc1ccc(C(=O)Nc2cccc(F)c2)cc1NC(=O)C1(c2ncnc3[nH]ccc23)CC1
 : 93.4, 54.8, 6.4*, 74.0, 85.8, 87.9, 87.1, 74.1
CCCCCCCCCCCCCCCC[N+]1(CC2CO2)CCOCC1 (configuration not stated)
 : 99.4, 85.0, 81.3, 106.7, 94.7, 70.4, 95.3, 88.5
C/C(=N\N=C(/C)c1ccc(O)cc1)c1ccc(O)cc1
 : 93.0, 81.7, 85.8, ·, 72.3, 89.4, 109.6, 70.9
COc1ccc(/C=C/C(=O)c2ccc(NC(=O)CN3C(=O)NC(C)(c4ccccc4)C3=O)cc2)cc1OC (configuration not stated)
 : 88.8, 98.3, 64.6, 103.9, 57.8, 62.9, 16.1, 75.6
O=C(NC(=S)Nc1cccc(O)c1)c1ccco1
 : 86.3, 98.7, 105.3, 137.6, 75.6, 96.7, 71.2, 86.3
CC(/C=C\c1ccc(O)cc1)=N\Nc1ccccc1
 : 91.7, 62.0, 41.0, 97.8, 62.8, 39.5, 91.8, 66.2
Cc1ccc([C@@H]2C[C@@H]3Cc4cc(OC(F)(F)F)ccc4N2O3)s1
 : 110.2, 106.9, 111.0, ·, 94.5, 97.2, 106.0, 95.6
COc1ccc(OC)c(NC(=O)/C(C#N)=C/c2ccco2)c1
 : 84.5, 85.1, 88.5, 108.5, 85.2, 74.3, 47.9, 57.5

Just SR and T-47D, for some of the entries so far:
| Molecule | SR | T-47D |
| --- | --- | --- |
| CCCCCCCCCCCCCCCC[N+]1(CC2CO2)CCOCC1 (configuration not stated) | 70.4 | 88.5 |
| C/C(=N\N=C(/C)c1ccc(O)cc1)c1ccc(O)cc1 | 89.4 | 70.9 |
| COc1ccc(/C=C/C(=O)c2ccc(NC(=O)CN3C(=O)NC(C)(c4ccccc4)C3=O)cc2)cc1OC (configuration not stated) | 62.9 | 75.6 |

The main list resumes with the 2 entries that preceded the break.
The line under a structure holds: BT-549, MDA-MB-231, K-562, HS 578T, MDA-MB-468, SR, MCF7, T-47D
Cc1ccc([C@@H]2C[C@@H]3Cc4cc(OC(F)(F)F)ccc4N2O3)s1
 : 110.2, 106.9, 111.0, ·, 94.5, 97.2, 106.0, 95.6
COc1ccc(OC)c(NC(=O)/C(C#N)=C/c2ccco2)c1
 : 84.5, 85.1, 88.5, 108.5, 85.2, 74.3, 47.9, 57.5
CN(C)C(=S)Oc1ccccc1C1SCCS1
 : 104.8, 98.7, 92.0, 103.3, 99.1, 97.0, 97.8, 100.3
CNC(=S)N/N=C(\C=N\NC(=S)NC)c1ccc(C)cc1
 : 105.2, 108.5, 95.4, 103.3, 89.3, 109.3, 99.5, 71.5
Cn1ccnc1C(=O)/C=C/c1ccc(C(=O)Nc2nccs2)cc1
 : 94.5, 90.7, 49.0, 97.7, 70.6, 40.2, 67.6, 91.0
COc1ccc(/C=C(/c2ccccc2)[N+](=O)[O-])c(OC)c1
 : -17.7*, 12.1, 6.1*, 46.1, -56.5*, 6.7*, 3.6*, -6.8*
COC(=O)c1c(OC)cc(OC)cc1OC
 : 81.5, 106.6, 103.5, 107.5, 99.3, 101.3, 103.7, 113.3
COC(=O)/C=C1\S/C(=N\NC(=O)c2cc3ccc2/C=C\c2ccc(cc2)/C=C\3)N(c2cccnc2)C1=O
 : 81.6, 89.4, 79.3, 100.4, 82.0, 25.8, 73.3, 68.9
CN(C)c1ccc(C(=O)/C=C/c2ccccc2)cc1
 : 100.6, 107.4, 106.8, 111.5, 96.4, 91.7, 96.8, 98.6
Nc1cccc2c1C(=O)c1c(Cl)cccc1C2=O
 : 109.6, 111.8, 98.9, 104.4, 102.6, 89.9, 103.7, 89.7
Cc1cc(C)c2c(-c3nnc(N)s3)cc(=O)oc2c1
 : 98.8, 100.8, 93.0, 92.4, 103.5, 104.5, 92.2, 99.6
CC(=O)c1cn(C)c2ccc3c(c12)[C@H]1C=C[C@@H]3O1
 : 117.9, 113.4, 102.1, 147.9, 111.4, 100.8, 101.9, 114.6
COC(=O)CCc1ccccc1
 : 93.8, 106.5, 107.7, 83.6, 104.0, ·, 94.6, 103.0
COC(=O)c1oc2c(C(C)=O)c(OCCCN(C)C)ccc2c1C
 : 214.6, 95.0, 73.3, 97.3, ·, 95.0, 148.1, 103.3
O=C(Cn1c(=O)sc2ccccc21)NNS(=O)(=O)c1ccc(Cl)cc1
 : 99.0, 108.1, 100.1, 101.3, 104.8, 106.0, 100.6, 99.2
Cc1ccc(NC(=S)Nc2ccccc2)c(C)c1
 : 103.0, 112.8, 89.7, 125.3, 105.7, 97.8, 103.6, 100.7
COc1ccc(-c2cc(C(=O)Nc3ccc(C)cc3)nc3[nH]c(=O)sc23)cc1
 : 75.9, 86.3, 61.9, 74.1, 66.6, 76.8, 71.6, 58.7
NC(N)=NCCCC(N=Cc1ccccc1)C(=O)O (configuration not stated)
 : 111.0, ·, 106.8, 100.7, 101.1, 91.1, 99.2, ·
COc1cc(/C=C/C(=O)c2cccc(-n3cc(-c4ccccc4)[nH]c3=O)c2)cc(OC)c1OC
 : -13.1*, 5.0*, 5.5*, ·, ·, -15.9*, -93.8*, -6.6*
CCCCN(CCCC)CCC(O)c1cc2c(Cl)cc(Cl)cc2c2cc(C(F)(F)F)ccc12 (configuration not stated)
 : 114.5, 40.3, 55.3, 75.8, 75.2, 16.6, 77.3, 80.6
COc1ccc(-c2c3c(N)c4c(nc3nc3c2c(C)nn3-c2ccccc2)CCCC4)cc1
 : 105.5, 76.1, 11.9, 92.5, 70.3, -25.8*, 58.5, 84.0
COc1cccc2cc(C(C)C(=O)OCc3cn(-c4c5ccccc5nc5ccccc45)nn3)ccc12 (configuration not stated)
 : 97.4, 96.0, 89.0, 100.5, 102.9, 92.5, 95.8, 98.4

High-throughput results deposited in PubChem by NCI.
